CHO-K1 Ca antag: counter-screen for M1 antagonists: effect in parental CHO-K1 cells; ATP-induced calcium, Fluo-8 fluorescence; inhibition, % at 3 µM; 360,000 tested, 0.6% active;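 active = inhibition above a per-plate cutoff, the plate's mean sample inhibition plus 3 SD, cut at about 24% in these data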;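 note: 0% = DMSO plus EC80 ATP and 100% = DMSO alone without ATP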
TAAR1 antagonist: antagonists of human TAAR1. Q96RJ0. CHO RD-HGA16 TAAR1, Fluo-8 calcium fluorescence, antagonist. inhibition, % at 3 µM. 360,000 tested, 1.5% active;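 active = inhibition above a per-plate cutoff, the mean inhibition of test compounds on that plate plus 3 SD, cut at about 49% in these data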;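 note: 0% = DMSO plus EC80 beta-PEA response and 100% = DMSO alone without agonist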
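Test system: hTAAR1-expressing CHO RD-HGA16 cells, Gα16-coupled; Probe or stimulus: EC80 β-phenethylamine stimulus; Compound dosing: single nominal final test compound concentration of 3 µM; Timing: 140 s kinetic read after compound, 140 s after agonist; Signal: Fluo-8 calcium-sensitive fluorescence; Measure: % inhibition of agonist calcium response; Controls: DMSO and EC80 PEA controls.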
V1aR counter: counter-screen for oxytocin receptor agonists: human V1a receptor agonists. activation, % at 3 µM. 320,000 tested, 0.25% active. CHO-V1R cells, Fluo-8 calcium fluorescence, agonist mode; 0% DMSO, 100% 3 nM vasopressin. P37288. AID 2797;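 active = activation above the mean activation of all tested compounds plus 3 SD, per screening run, cut at about 20% in these data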;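 note: signal is peak over basal fluorescence ratio across a 100 second FLIPR read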
CHO parental Ca: counter-screen: ATP calcium response change in parental CHO cells; AID 463079; parental CHO-K1, ATP-induced calcium, Fluo-8 fluorescence; 330,000 tested, 0.63% active; inhibition, % at 5.6 µM;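 active = inhibition above that plate's mean sample inhibition plus 3 SD, cut at about 26% in these data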;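 note: 0% = ATP-challenged DMSO wells and 100% = DMSO wells without ATP; some compounds past the cut are filed as inactive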
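Test system: parental CHO cells; detection: calcium-sensitive Fluo-8 fluorescence; evaluation: percent inhibition of calcium signal; also added: ATP as calcium-mobilizing challenge; repeats: one well per compound; control set: ATP-challenged DMSO wells low, unchallenged DMSO wells high; compound: single nominal dose of 5.6 µM per compound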
CHO-K1 Ca ag: M1 agonist counterscreen hit in parental CHO-K1 cells. activation, % at 3 µM. 360,000 tested, 0.48% active. Fluo-8 calcium fluorescence; scaled to maximal ATP response, vehicle zero; in the data active = activation above about 15%;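 note: untransfected CHO-K1 host cells lacking M1 receptor as counterscreen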
M1 PAM parental: nonselective activator or artifact in parental CHO-K1 calcium assay | ATP EC20, Fluo-8 calcium fluorescence; 0% at ATP EC20, 100% at ATP max | activation, % at 3 µM | 360,000 tested, 0.02% active | AID 602247;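 active = activation above the run cutoff, the mean activation of all test compounds plus 3 SD, cut at about 40% in these data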;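 note: peak over basal fluorescence ratio in a 140 s read after ATP addition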
TAAR1 agonist: agonists of human TAAR1 | Q96RJ0 | CHO RD-HGA16 TAAR1, Fluo-8 calcium fluorescence; vehicle wells 0%, saturating PEA agonist 100% | activation, % at 3 µM | 360,000 tested, 0.99% active | AID 624467;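 active = activation above the mean activation of all test compounds in the run plus 3 SD, cut at about 38% in these data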
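Repeats: no replicates (n 1) | Material: CHO-derived RD-HGA16 cells with stable Gα16 and human TAAR1 | Technique: Kinetic Fluo-8 calcium fluorescence | Schedule: 17-24 h seeding, 75 min 37 °C dye, 30 min RT | Evaluation: % activation from peak over basal fluorescence ratio, DMSO-to-PEA scaled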
M1 ag: activates human CHRM1 receptor; 360,000 tested, 0.33% active; CHO-K1 hM1, Fluo-8 calcium fluorescence, agonist mode; 0% DMSO, 100% acetylcholine EC100; P11229; activation, % at 3 µM;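 active = activation above the run's mean compound activation plus 3 SD, cut at about 16% in these data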;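 note: peak over basal fluorescence ratio within a 140 s kinetic read after compound addition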
Target sequence (P11229 whole entry, looked up): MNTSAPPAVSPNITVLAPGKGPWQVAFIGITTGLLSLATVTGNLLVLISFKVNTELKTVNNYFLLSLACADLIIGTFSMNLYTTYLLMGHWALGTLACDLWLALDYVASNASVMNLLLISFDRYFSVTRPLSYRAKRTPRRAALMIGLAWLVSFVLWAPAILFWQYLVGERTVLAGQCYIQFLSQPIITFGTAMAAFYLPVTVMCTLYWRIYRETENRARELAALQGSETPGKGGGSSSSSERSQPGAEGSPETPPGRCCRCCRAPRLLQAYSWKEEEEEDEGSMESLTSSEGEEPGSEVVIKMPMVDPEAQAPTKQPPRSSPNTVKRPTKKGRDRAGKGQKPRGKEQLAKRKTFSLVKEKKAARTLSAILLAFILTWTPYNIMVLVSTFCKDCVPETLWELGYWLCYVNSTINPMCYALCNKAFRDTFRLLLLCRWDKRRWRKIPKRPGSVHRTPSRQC
OXTR potentiator: potentiates the human oxytocin receptor response | 320,000 tested, 0.061% active | P30559 | CHO-OTR cells, Fluo-8 calcium fluorescence, potentiator mode; 0% = oxytocin EC15, 100% = EC100 | activation, % at 3 µM;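 active = activation above that plate's cutoff, the mean activation of tested compounds plus 3 SD, cut at about 6.6% in these data, passing the limit was not always enough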;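 note: 100% uses oxytocin at 75 nM as the full agonist control; some results filed as inactive read as strong as hits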
Target sequence (P30559 whole entry, looked up): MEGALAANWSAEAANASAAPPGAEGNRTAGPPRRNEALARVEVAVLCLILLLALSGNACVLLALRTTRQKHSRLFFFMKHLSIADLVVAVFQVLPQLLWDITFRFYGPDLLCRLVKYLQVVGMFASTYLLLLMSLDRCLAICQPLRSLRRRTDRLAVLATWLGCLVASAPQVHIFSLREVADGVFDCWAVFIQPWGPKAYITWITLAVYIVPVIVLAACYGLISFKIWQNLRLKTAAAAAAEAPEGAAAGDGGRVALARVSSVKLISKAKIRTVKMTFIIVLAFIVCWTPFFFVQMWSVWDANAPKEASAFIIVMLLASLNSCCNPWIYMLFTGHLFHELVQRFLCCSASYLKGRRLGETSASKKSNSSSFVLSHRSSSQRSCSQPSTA
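Replication – single well per compound, singlicate · Assay system – CHO cell line stably expressing human OTR · Timing – 6 min pre-incubation, 100 s read · Measure – normalized max/min fluorescence ratio, % activation · Doses – 3.0 µM, one dose · Detection – Fluo-8 calcium dye fluorescence · Probe or stimulus – oxytocin near EC15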
* = called active by the depositor; / = not tested or not shown. The order is random; any-hit rate near 3.3%.

SMILES	CHO-K1 Ca antag	TAAR1 antagonist	V1aR counter	CHO parental Ca	CHO-K1 Ca ag	M1 PAM parental	TAAR1 agonist	M1 ag	OXTR potentiator
O=C(NCc1cccc(F)c1F)C1CCC(=O)N(C2CCCCCC2)C1 (configuration not stated)	5	-25	0.8	-11	0.0	7	1	-2	-11
CCCc1nc(SCC(=O)N2c3ccccc3CC2C)c2c(C)c(C)sc2n1 (configuration not stated)	-9	-1	-1.1	-15	0.4	18	11	-2	-3
CCN(CC)c1ccc(S(=O)(=O)N2CCOCC2)cc1NC(=O)COC(=O)/C=C/c1ccc(O)c(OC)c1	-6	45	/	/	4.5	-3	9	-1	/
Cc1cccc(C)c1NC(=O)COC(=O)c1ccccc1O	-4	-12	0.8	-6	0.7	14	5	-2	-13
NC(=O)CC(NC(=O)c1ccccc1)c1ccc(N2CCN(c3ccccn3)CC2)c([N+](=O)[O-])c1 (configuration not stated)	-13	-3	0.2	-8	0.3	3	11	-5	-8
COCCn1ccc2c(OCC(=O)NCc3ccc(C)cc3)cccc2c1=O	2	-8	0.2	-14	0.7	7	0	-2	-6
Cc1nc2ccc(NC(=O)c3cc(S(=O)(=O)N4CCOCC4)ccc3C)cc2s1	-10	13	3.4	-20	4.2	17	15	0	-17
O=C(c1ccc(F)cc1)C1CCN(C(=O)c2ccncc2)CC1	-19	4	0.3	-12	0.4	12	2	-6	-6
NC(=O)C1CCN(C(=O)COc2cccc3cccnc23)CC1	5	-15	0.5	-3	-0.3	-3	10	-2	0
COc1cccc(CNC(=O)c2cccc(S(=O)(=O)N3CCN(C)CC3)c2)c1	-12	-31	-0.1	-10	1.6	15	4	-6	-8
CCc1ccc2c(c1)/C(=C/C(=O)c1cccs1)C(=O)N2	10	26	-0.1	13	1.7	20	12	0	-3
COC(=O)c1cc(C(=O)c2cc(Br)ccc2O)coc1=N	-8	-3	0.8	4	0.0	9	4	-5	-4
CC(C)CC(=O)NC1(C(F)(F)F)NC(=O)N(c2ccccc2)C1=O (configuration not stated)	-1	7	4.0	-8	0.9	2	-1	-5	-2
CCCCCCCCC(=O)N/N=C(\C)c1ccc(O)cc1O	12	-10	3.8	-13	0.3	-10	1	-4	-9
COC(=O)C1=C(C)NC(=O)/C1=C\c1cc(C)n(-c2ccccc2)c1C	2	7	-0.3	4	-0.1	-4	7	-4	-6
O=C(CCc1c[nH]c2ccccc12)OCC(=O)N1CCN(S(=O)(=O)c2ccccc2)CC1	11	12	7.0	-12	2.5	-19	6	0	-13
CCCCN1CC(COCc2ccccc2)Oc2cccc(Oc3ccc(OC)cc3)c2S1(=O)=O (configuration not stated)	7	15	/	/	0.3	-4	2	-1	/
O=C(Cn1c(=O)n(Cc2ccccc2)c(=O)c2cc(Cl)ccc21)NCC1CCCO1 (configuration not stated)	-6	-16	1.0	-24	-0.3	-19	1	0	-13
N#Cc1nc(COc2ccc(Br)cc2)oc1N1CCN(Cc2ccccc2)CC1	-6	21	/	/	0.2	-2	4	-1	/
Cc1cccc(N2CCN(C(=O)c3cc4ccccc4oc3=O)CC2)c1C	-8	-15	1.6	-2	1.2	17	-1	-6	-4
CCOC(=O)N1CCC(N(CCN(C)C)C(=S)Nc2ccccc2OCC)CC1	3	-14	0.4	2	-0.1	2	0	-8	2
CCOc1ccc(-n2c(-c3ccco3)n[nH]c2=S)cc1	-7	14	-0.8	4	-0.6	7	10	-3	5
Cc1ccc(N(CC(=O)Nc2cccc(N(C)S(C)(=O)=O)c2)S(C)(=O)=O)cc1	-9	-6	0.6	-14	0.5	19	7	-4	1
CCCC(C1=C(O)CC(C)(C)CC1=O)C1C(=O)CC(C)(C)CC1=O (configuration not stated)	-4	-1	0.2	-15	0.1	13	8	-5	-4
COc1cc(/C=C/c2ccc3cccc(O)c3n2)ccc1O	-4	18	0.5	4	1.6	-7	-1	-6	-15
CC1CCN(S(=O)(=O)c2ccc(NC(=O)CN3C(=O)NC(C)(c4ccccc4)C3=O)cc2)CC1 (configuration not stated)	-2	3	-0.3	-20	1.8	-6	2	-2	4
CCOc1nc(C)ccc1-c1noc(-c2ccccc2OC)n1	-8	-3	-0.9	-7	-0.1	15	1	-4	-10
O=C(NCCCNC(=O)c1ccccc1F)c1ccco1	-4	2	0.6	-1	-0.2	-26	-3	-2	-6
Cc1nc2ccc(NC(=O)N3CCN(c4ccccn4)CC3)cc2s1	-11	8	0.8	-18	1.1	16	5	-3	-3
O=C(CN1CCCCC1)NNC(=O)c1cccc(Br)c1	-16	-9	0.0	1	0.2	6	3	-5	-3
O=C(NCCc1ccccc1)C1CCN(Cc2ccccc2F)CC1	0	-4	2.3	-18	-0.3	-1	6	-11	-1
Cc1ccc2[nH]c(CNC(=O)c3ccccc3F)cc2c1	-2	3	0.4	-13	1.2	2	5	-2	-3
CC(=O)N1CCCc2cc(S(=O)(=O)N3CCN(c4ccccn4)CC3)ccc21	-4	1	2.0	-12	1.7	11	1	-2	-3
NC(=O)C1(C(N)=O)OC1c1ccc(Cl)c(Cl)c1 (configuration not stated)	10	-18	1.0	-4	0.1	-13	1	-1	-1
CC(C)NC(=O)NC(=O)COC(=O)c1c2c(nc3ccccc13)CCC2	4	52*	4.6	-10	9.5	-11	10	1	-12
CCOC(=O)C1Nc2ccc(C(=O)O)cc2C2C=CCC12 (configuration not stated)	-8	-2	1.3	1	1.2	1	-1	-4	5

A stretch taken from the entries so far, as a working copy:
SMILES	CHO-K1 Ca antag	TAAR1 antagonist	V1aR counter	CHO parental Ca	CHO-K1 Ca ag	M1 PAM parental	TAAR1 agonist	M1 ag	OXTR potentiator
O=C(CCc1c[nH]c2ccccc12)OCC(=O)N1CCN(S(=O)(=O)c2ccccc2)CC1	11	12	7.0	-12	2.5	-19	6	0	-13
CCCCN1CC(COCc2ccccc2)Oc2cccc(Oc3ccc(OC)cc3)c2S1(=O)=O (configuration not stated)	7	15	/	/	0.3	-4	2	-1	/

The list goes on.
SMILES	CHO-K1 Ca antag	TAAR1 antagonist	V1aR counter	CHO parental Ca	CHO-K1 Ca ag	M1 PAM parental	TAAR1 agonist	M1 ag	OXTR potentiator
COc1ccccc1NC(=O)NS(=O)(=O)c1ccc(C)cc1	1	-22	-0.3	-1	0.1	-2	1	-2	-16
CN(C)CCCN(CCCNC(=O)/C=N/O)Cc1ccccc1	4	-2	4.2	-1	0.6	20	7	-8	-1
Cc1cccc(-[n+]2c(C)cc(C)c3c(=O)[nH]c(=O)[nH]c32)c1	-10	21	-0.1	2	0.5	17	0	-7	-5
Cc1ccc(-c2nc(Nc3ccc(N4CCOCC4)cc3)c3ccccc3n2)cc1	-4	5	-0.9	-6	1.2	10	1	-3	-7
CCO[C@@H]1OC(C(=O)N2CCN(Cc3ccc4c(c3)OCO4)CC2)=C[C@H](c2csc3ccccc23)[C@H]1CCCO	-10	/	5.5	-7	1.8	10	/	-3	-15
COc1ccc(CNC(=O)CCNS(=O)(=O)c2ccc(Br)s2)cc1	7	0	2.3	-3	1.7	-3	0	-5	-7
CCOC(=O)[C@@H]1[C@H]2COc3cc(OC)ccc3[C@@H]2N2C(=O)N(c3cccc(Cl)c3)C(=O)[C@@]12C	-10	/	1.6	-3	0.1	4	/	0	-6
CCOC(=O)[C@]12CCCC=C1N(Cc1ccc(Cl)cc1Cl)C(=O)[C@H](CC(=O)NCCCCc1ccccc1)C2	-12	-36	/	/	0.9	11	11	/	/
CCC1CCCCN1C(=O)COc1c(Br)cc(Br)c2cccnc12 (configuration not stated)	-2	-12	-0.8	-8	0.1	0	13	0	-22
COC(=O)c1ccc(Cl)c(NC(=O)NC2CCCCC2)c1	-6	6	-0.8	-8	1.3	24	1	-1	1
Cc1ccccc1NS(=O)(=O)c1cccc(-c2nnc(-c3ccccc3)o2)c1	-1	11	-0.1	-16	0.2	-3	4	-7	-4
O=C(CCNC(=O)c1ccccc1Cl)Nc1cccc(S(=O)(=O)N2CCCCC2)c1	-3	-6	/	/	1.2	-4	2	-4	/
CCc1ccc2oc(=O)cc(CN3CCCCC3C)c2c1 (configuration not stated)	-12	14	-2.1	-15	-0.5	17	2	-6	4
O=c1cc(-c2ccco2)oc2ccc(Cl)cc12	-16	-1	/	/	0.4	21	0	-2	/
Cc1ccc(S(=O)(=O)N(C)c2ccc(C(=O)NCC(c3ccco3)N(C)C)cc2)cc1 (configuration not stated)	-11	2	2.1	-14	1.0	2	1	-8	-9
CCOc1ccc(C(=O)Nc2ccccc2C#N)cc1[N+](=O)[O-]	2	6	4.6	-14	4.0	10	3	-5	-17
CCCCn1nnnc1C(c1cc2ccccc2o1)N1CCN(c2c(C)cccc2C)CC1 (configuration not stated)	2	0	/	/	2.8	-3	1	/	/
COc1ccccc1NC(=S)NCc1ccc(S(N)(=O)=O)cc1	17	-11	1.1	-1	0.2	-10	4	-2	-2
CCOc1ccc(C(=O)NCC(=O)OCC(=O)Nc2ccccc2OC)cc1	-1	-6	0.6	-15	-0.1	6	0	-5	-1
OC(c1ccc(Cl)cc1Cl)C(Cc1cccnc1)n1cncn1 (configuration not stated)	-6	-12	-0.8	-15	0.8	22	10	-4	-6
Cn1nc(C(=O)Nc2cccc(S(=O)(=O)N3CCCC3)c2)c2ccccc2c1=O	-11	2	2.0	-7	3.6	0	14	-5	2
O=C(CS(=O)(=O)Cc1ccccc1)Nc1nnc(C2CCCCC2)s1	0	2	1.4	-11	0.0	8	6	-2	0
COc1ccc2nc(C)cc(N3CCC(C(N)=O)CC3)c2c1	1	-1	0.2	19	-0.1	-4	0	-6	-8
C=CCSc1nc(N)c(C(=O)Nc2ccccc2C)cc1C(N)=O	-6	1	3.6	-17	1.5	6	16	-1	-15
COCCNC(=S)c1ccc(OC)cc1	-11	1	1.0	-9	0.2	16	12	-2	-1
COc1ccc(-c2cn3cccnc3n2)cc1	-17	-7	-0.9	-4	0.6	7	0	-4	-7
COc1ccc(/C=N/NC(=O)CN(C2=NS(=O)(=O)c3ccccc32)c2ccccc2)cc1OC	-8	-18	-0.7	-30	-0.1	19	0	-6	-6
CCO[C@H]1OC(C(=O)NCc2nc3ccccc3[nH]2)=C[C@@H](c2ccc3c(c2)OCO3)[C@@H]1CCCO	-14	23	0.1	-12	0.8	0	17	-12	-5
O=C(Oc1ccc(N(C(=O)c2ccncc2)S(=O)(=O)c2ccc(Cl)cc2)cc1)c1ccncc1	-7	12	8.8	-7	5.1	17	9	2	-10

Source: PubChem (The Scripps Research Institute Molecular Screening Center)
